Bioassay records as filed in PubChem BioAssay.
PKA-R1A activ = activates the PKA-R1A holoenzyme complex | activation, % at 11.4 µM | actives 0.083% (n = 340,000) | P00514+P68181 | AID 504707 | PKA-R1A dissociation, Cy5-IP20 fluorescence polarization; scaled: DMSO 0%, 113 µM cGMP 100%;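 active means percent activation above the mean of all tested compounds plus 3 SD, cut at about 19% in these data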;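 further: higher means more PKAc released from R1A so a rise in polarization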
HTR5A inv ctr = counter-screen for OPRM1-OPRD1 inverse agonists: human HTR5A inverse agonism | P47898 | HTR5A cell line, luminescence | inhibition, % at 9.3 µM | actives 0.083% (n = 340,000); in the data active means inhibition mostly above about 23%, no sharp cut-off; inactive means mostly below about 18%;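 further: 0% = cells with DMSO and 100% = no-cell wells with DMSO; some compounds called inactive have numbers as strong as hits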
PKA-R2B activ = activates the human PKA-R2B holoenzyme complex. activation, % at 11.4 µM. PKA-R2B holoenzyme dissociation, Cy5-IP20 fluorescence polarization; R2B truncated from residue 108, S112A mutant; 0% DMSO only, 100% 113 µM cGMP. P22694+P31323. AID 504700. actives 0.079% (n = 340,000);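 active means activation above a cutoff set at the mean over all compounds plus 3 SD, cut at about 18% in these data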;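 further: higher means more holoenzyme dissociation and a rise in polarization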
Mot1-301 SUMO = inhibitors of SUMOylation pathway: yeast Mot1-301 growth rescue | actives 1% (n = 320,000) | growth rescue, % at 18.8 µM | AID 2716 | S. cerevisiae Mot1-301 growth rescue, ATP luminescence, 38.5C; percent above DMSO median, 100 means doubled;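 active means every valid replicate shows activation above 250% relative to neutral control wells; inactive means the rest, any valid replicate at or below 250%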;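 further: OY570 slx delta 5 strain wells were the positive control but not used for scaling; some compounds called inactive have numbers as strong as hits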
OPRM1-OPRD1 inv = mu-delta opioid heterodimer inverse agonism; cell-based MOR-DOR heterodimer luminescence; P35372+P41143; inhibition, % at 9.3 µM; actives 0.21% (n = 340,000); in the data active means inhibition above about 22%, passing the limit was not always enough;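 further: 0% = cells with DMSO and 100% = wells without cells with DMSO; values of inactives mirror those of a sister screen read the other way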
Target sequence (P35372 whole entry, looked up): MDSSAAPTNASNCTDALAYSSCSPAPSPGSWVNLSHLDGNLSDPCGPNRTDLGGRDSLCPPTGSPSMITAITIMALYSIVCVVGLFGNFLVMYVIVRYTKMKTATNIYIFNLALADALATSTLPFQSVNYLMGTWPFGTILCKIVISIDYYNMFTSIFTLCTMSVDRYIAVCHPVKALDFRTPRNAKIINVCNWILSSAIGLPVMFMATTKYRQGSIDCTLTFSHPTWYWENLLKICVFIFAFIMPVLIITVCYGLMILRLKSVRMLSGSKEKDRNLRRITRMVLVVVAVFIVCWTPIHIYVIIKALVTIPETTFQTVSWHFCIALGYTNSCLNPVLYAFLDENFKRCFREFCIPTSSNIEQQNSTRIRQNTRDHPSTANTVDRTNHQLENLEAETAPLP
Target sequence (P41143 whole entry, looked up): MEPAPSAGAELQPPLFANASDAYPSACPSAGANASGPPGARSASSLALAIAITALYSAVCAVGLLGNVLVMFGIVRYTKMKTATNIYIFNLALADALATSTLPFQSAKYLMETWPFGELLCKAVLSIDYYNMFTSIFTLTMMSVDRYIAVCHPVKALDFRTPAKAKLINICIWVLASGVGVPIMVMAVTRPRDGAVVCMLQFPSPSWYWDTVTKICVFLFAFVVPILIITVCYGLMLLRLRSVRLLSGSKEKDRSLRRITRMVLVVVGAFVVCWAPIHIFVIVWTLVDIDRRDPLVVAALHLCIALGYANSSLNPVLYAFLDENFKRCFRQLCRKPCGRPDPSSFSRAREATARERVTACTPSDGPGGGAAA
phage Ecoli inh = E. coli growth loss with phage present | AID 651602 | inhibition, % at 11.9 µM | actives 0.26% (n = 360,000) | growth absorbance; in the data active means inhibition above about 11%
OPRM1-OPRD1 ag = OPRM1-OPRD1 heterodimerization agonism; P35372+P41143; cells, luminescence; activation, % at 9.3 µM; actives 0.3% (n = 340,000); in the data active means activation above about 18%;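 further: 0% = vehicle-treated cells and 100% = reference agonist; values of inactives mirror those of a sister screen read the other way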
E coli growth = counter-screen for AddAB inhibitors: E. coli growth inhibition; actives 0.27% (n = 330,000); AID 449728; inhibition, % at 11.9 µM; E. coli V3065 growth, OD600 absorbance, 18 h;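 active means inhibition above the campaign's mean inhibition across all tested compounds plus 3 SD, cut at about 9.9% in these data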;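 further: uninfected addAB+ strain grown without phage in ampicillin broth; 0% = DMSO wells and 100% = ciprofloxacin 0.95 µg/ml wells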
AddAB inh = less growth of phage-infected E. coli with AddAB; E. coli expressing H. pylori AddAB, absorbance growth; inhibition, % at 11.9 µM; actives 0.29% (n = 330,000); in the data active means inhibition above about 12%;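 further: 0% = vehicle wells of infected cells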
PfHsp90 set2 = growth inhibition of yeast expressing Plasmodium Hsp90. S. cerevisiae expressing PfHsp90, BacTiter-Glo ATP, 48 h; yeast lacking PDR1 and PDR3 efflux regulators. inhibition, % at 9.4 µM. actives 0.32% (n = 310,000);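 active means every replicate shows inhibition above about 80%, whatever the replicate mean, limit read from the data; inconclusive means mean inhibition reaches the set limit but some replicate falls short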;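 further: 0% = DMSO neutral controls and 100% = 20 µM radicicol positive controls; yeast relying on Plasmodium falciparum Hsp90 in place of its own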
Tat export inh = E. coli Tat transport inhibition; inhibition, % at 10 µM; actives 0.036% (n = 340,000); E. coli MC4100 TorA-mCherry Tat export, fluorescence; AID 488895;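 active means mean replicate inhibition at least 50% and at least half of replicates individually reaching 50%; inconclusive means only one of the two criteria met; inactive means neither criterion met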;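 further: exported cargo escapes ClpAP degradation while cytoplasmic cargo is degraded and loses fluorescence; 0% = median of neutral control wells and 100% = median of NaSCN control wells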
Starred values were filed as active, the others as inactive; ? = inconclusive; / = not tested or not shown.

Results follow in this order: OPRM1-OPRD1 inv	PKA-R2B activ	phage Ecoli inh	PKA-R1A activ	PfHsp90 set2	OPRM1-OPRD1 ag	Mot1-301 SUMO	AddAB inh	HTR5A inv ctr	E coli growth	Tat export inh
[1] O=C1COc2ccc(C(=O)c3ccccc3)cc2CN1
  3	-9	-0.3	0	-8	-0.6	304	0.0	-6	0.7	3
[2] CC1CCCC(NC(=O)Nc2cccs2)C1C (stereo not given)
  -3	5	1.3	1	56	0.5	4	2.3	13	0.7	-11
[3] COC(=O)N/N=C/c1cn(CCCOc2ccc(C)cc2)c2ccccc12
  -16	-10	1.7	-1	6	3.2	2	3.2	-7	-2.3	4
[4] Cc1sc2nc(CN(Cc3cccs3)C(=O)C3CC3)[nH]c(=O)c2c1C
  7	-7	0.8	-10	-14	-1.2	/	0.6	-17	-1.4	-3
[5] Cc1nn(-c2ccc(F)cc2)c2c1cc(C#N)c1nc3ccccc3n12
  9	3	3.8	12	-8	-1.6	-3	3.6	4	1.4	-4
[6] CS(=O)(=O)Nc1ccc(C2=NN(C(=O)c3ccco3)C(c3ccco3)C2)cc1 (stereo not given)
  22	2	-0.3	-5	2	-4.3	5	/	-7	/	1
[7] COc1ccccc1NC(=O)Nc1ccnn1C1CCN(C(=O)c2ccccn2)CC1
  15	5	1.0	0	-18	-2.9	3	0.7	7	0.4	-4
[8] COC(=O)[C@@H]1[C@@H](C)OC(=O)N[C@H]1c1ccccc1
  9	9	2.3	-2	2	-1.6	7	4.0	-15	2.1	5
[9] O=C1NN(c2ccc(F)cc2)C(=O)/C1=C\C=C\c1ccco1
  27	1	2.1	2	-2	-5.9	25	5.0	-14	0.7	-1
[10] COc1ccc(N(CC(O)CN2CCOCC2)S(=O)(=O)c2ccc(C)cc2)cc1 (stereo not given)
  18	-11	-1.0	3	7	-3.2	13	4.9	-3	0.8	-7
[11] CC1(C)CC(c2csc(N)n2)CCO1 (stereo not given)
  1	18	3.9	-4	0	-0.2	72	1.8	-9	-1.2	19
[12] Cc1ccn(Cc2n[nH]c(=S)n2Cc2ccccc2)n1
  11	-5	3.3	-14	-1	-1.8	-22	4.2	-13	0.9	3
[13] COC(=O)[C@]12C(=O)NC[C@H](CN1c1ccc(Cl)c(C)c1)N2C
  -1	-8	3.0	-7	-4	0.1	7	-1.6	-27	-1.8	-4
[14] COc1ccccc1-c1c(C(F)(F)F)oc2cc(OC(=O)c3ccccc3[N+](=O)[O-])ccc2c1=O
  8	1	0.6	4	28	-1.7	125	0.3	10	-0.4	0
[15] CCOc1ccc(/C=N/NC(=O)CCC(=O)Nc2ccc(F)cc2)cc1
  -6	2	0.2	1	2	1.2	0	-3.1	-26	-2.6	-15
[16] C/C(=N/NC(=O)c1ccc(C)s1)c1cccnc1
  -1	-8	-2.0	-4	-2	0.2	-24	/	-8	/	3
[17] Cc1ccc(OCc2ccc(C(=O)NNC(=S)NCC3CCCO3)o2)c([N+](=O)[O-])c1 (stereo not given)
  8	-8	-0.9	-2	-6	-1.9	4	2.3	-1	-0.3	-3
[18] CCOc1ccc(CCNC(=O)COC(=O)/C=C/c2ccc(OCC#N)c(OC)c2)cc1OCC
  10	-2	2.8	0	-3	-1.6	145	2.1	13	3.4	2
[19] O=C(COc1ccc2c3c(c(=O)oc2c1)CCCC3)N1CCN(c2ccccc2)CC1
  -2	-2	-2.8	4	-87	0.5	-2	1.6	-5	-0.4	3
[20] COC(C[C@H]1O[C@@H]1C(=O)[C@H](C)OCc1ccccc1)OC
  -6	9	0.8	14	/	1.0	-4	0.3	-10	-1.4	-11
[21] Cn1c(N)c(C(=O)CSc2ccccn2)c(=O)n(C)c1=O
  16	-7	3.0	1	6	-3.2	2	1.4	-5	-0.2	-1
[22] C/C(=N/OC(=O)c1ccc(C(F)(F)F)cc1)c1oc(C)nc1C
  13	3	0.2	-18	-16	-2.6	17	4.4	10	1.1	3
[23] CCCn1c(N)c(N(C)C)c(=O)n(CC(=O)Nc2ccc(OC(F)(F)F)cc2)c1=O
  4	-18	3.6	10	1	-0.7	12	-1.1	16	-0.6	0
[24] CC(=O)Nc1ccc2c(c1)Cc1cc(N3C(=O)C=CC3=O)ccc1-2
  20	2	0.9	12	116*	-4.5	/	/	-11	/	-8
[25] CC(C)c1[nH]nc2c1C1(CCN(Cc3ccccc3)CC1)C(C#N)=C(N)O2
  7	-7	1.9	2	/	-1.4	1	5.0	11	0.4	-7
[26] COC(=O)COc1ccc(S(=O)(=O)Nc2ccc(NC(C)=O)cc2)cc1C
  -2	-14	0.8	-4	29	0.4	-24	0.2	-8	1.7	-11
[27] COc1ccccc1NC(=O)c1cc(C(=O)Nc2ccccc2OC)n(C)n1
  7	-18	-1.5	4	-26	-1.3	2	3.6	15	-0.8	0
[28] O=S(=O)(c1ccccc1)N(CC(O)CN1CCCC1)c1ccccc1 (stereo not given)
  -3	1	-1.2	2	23	0.6	12	3.1	10	2.0	1
[29] Cc1ccc(CNC(=O)CN2c3cccc4cccc(c34)S2(=O)=O)cc1
  -18	-5	2.0	-11	-15	4.5	/	-2.8	3	-0.2	12
[30] Nc1ccc(N2CCN(C(=O)c3ccco3)CC2)cc1
  3	-5	2.9	-11	15	-0.6	8	0.8	-37	2.1	8
[31] CCOC(=O)c1csc(NC(=O)c2cccs2)n1
  16	-1	1.4	2	-14	-3.1	3	-1.5	1	-1.3	5
[32] O=C(CN1CCC(c2nc3ccccc3s2)CC1)NCc1ccccc1
  6	10	-0.4	-17	23	-1.0	-15	1.1	20	-1.0	4
[33] COc1cccc(Nc2ncnc3c2cnn3C)c1
  9	-9	2.5	-4	2	-1.6	439	2.3	18	2.4	-5
[34] O=C(CNC(=O)c1ccccc1O)N/N=C/c1ccccn1
  11	-1	2.3	-2	-12	-1.6	7	2.1	11	1.5	8
[35] Cc1ccc(NCc2nnc(SCC(=O)OC3CCCCC3)o2)c(C)c1
  -35	0	2.2	-13	-11	5.5	-17	-1.0	2	-1.7	-3
[36] COc1ccc(-n2c(=O)cc(N3CC(C)OC(C)C3)[nH]c2=O)cc1 (stereo not given)
  15	11	2.4	-3	-7	-2.9	9	0.9	1	-1.2	-7
[37] CC(C)c1ccc(CNNC(=O)c2ccccc2)cc1
  4	7	5.1	-11	38	-0.8	-14	3.0	-11	1.8	4
[38] CCOC(=O)[C@H]1[C@H]2COc3ccccc3[C@@H]2N2C(=O)CN(CC3CCCO3)C(=O)[C@@]12C (stereo not given in full)
  7	4	3.5	12	2	-1.2	62	2.0	-13	0.2	-1
[39] C=CCn1c(C)cc(C2=NNC(=NCC)SC2)c1C
  6	-11	3.4	-8	27	-1.1	-17	0.7	14	0.0	2
[40] CC(=O)Nc1ccc(N2CCN(Cc3ccccc3)CC2)cc1
  5	-6	-0.1	1	11	-1.2	39	0.2	1	-1.6	9
[41] O=S(=O)(c1ccccc1)c1nc(-c2ccco2)oc1NCCN1CCOCC1
  10	-9	3.0	8	4	-1.8	-7	-2.1	-2	-0.7	4
[42] O=C1CC(c2cc(-c3ccccc3)no2)C1
  5	4	1.1	-10	-19	-0.9	34	3.9	-8	0.3	?
[43] Cc1c(C(=O)O)sc2ncn(C)c(=O)c12
  9	2	1.7	9	29	-1.5	2	-1.1	-28	0.1	-1
[44] Cc1c(C)c2ccc(O)c(CN3CCN(C)CC3)c2oc1=O
  9	-3	0.7	0	6	-1.9	-17	/	-13	/	-10
[45] COC1CCCN(Cc2nc(Cc3ccccc3F)no2)C1 (stereo not given)
  4	-2	-0.3	-6	9	-0.8	/	1.3	8	1.8	4
[46] Cc1cc(OC(C(=O)O)c2ccccc2)c2c(C)c(Cc3ccccc3)c(=O)oc2c1 (stereo not given)
  1	-6	1.7	-14	3	-0.3	39	-0.1	-11	0.8	11
[47] CCOC(=O)C1CCN(C(=O)C2CCN(S(=O)(=O)N3CCC4(CC3)OCCO4)CC2)CC1
  8	2	2.4	0	12	-1.7	40	0.2	-7	-1.4	-2
[48] COc1ccc(N2CCN(C(c3ccccc3OC)c3nnnn3C3CCCC3)CC2)cc1 (stereo not given)
  12	-3	0.6	-6	-5	-2.8	/	/	-3	/	8
[49] CCOC(=O)N1CCN(C(=O)CCSc2ccc(Cl)cc2)CC1
  5	11	0.8	6	/	-0.8	44	4.8	-7	0.3	-3
[50] COCCOc1ccc(C(F)(F)F)cc1NC(=O)c1ccccc1F
  9	1	1.0	-5	8	-1.7	-11	1.3	17	0.9	-2
[51] Cc1ccn2cc(CCNC(=O)Cc3cccs3)nc2c1
  10	-4	-0.1	-4	-16	-1.8	-13	-1.1	-27	-1.8	2
[52] CC(=O)C1C(c2ccc(F)cc2)NC(=O)NC1(O)C(F)(F)F (stereo not given)
  -8	-6	/	1	14	1.2	-8	0.0	14	0.3	-16
[53] O=S(=O)(Nc1ccc(N2CCCCC2)cc1)c1ccc(F)c(F)c1
  -58	-9	2.0	-4	-11	12	0	4.5	-27	-0.9	8
[54] C[C@H](CO)N1C[C@H](C)[C@@H](CN(C)C(=O)Nc2ccc(C(F)(F)F)cc2)Oc2ccc(NC(=O)Nc3ccc(C(F)(F)F)cc3)cc2C1=O
  -2	-13	3.6	-5	-9	0.3	-8	-0.1	4	-1.1	5
